# KB-V1 MDR tox: qHTS assay for MDR1-selective chemotherapeutics: Primary screen using the drug-selected MDR subline cells KB-V1; KB-V1 MDR cells viability, CellTiter-Glo, 72 h; Potency, µM (series often up to 46.1 µM), for inactives: top-dose activity change, negative = cytotoxicity, usual class: cytotoxic; hit rate 3.4% among 400,000; AID 1347076, 2019; further: potency means the concentration at half of the fitted maximal effect; on the % scale 0 is the no-effect control and ±100 the full control effect; nearly all actives have a fitted effect of over 60% in size
#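 KB-V1 cells (P-gp-expressing MDR subline of KB-3-1) in phenol-red-free DMEM with 10% FBS were exposed to library compounds over a concentration series for 72 h at 37 degrees C. Viability read by CellTiter-Glo luminescence; concentration-effect curves fitted after normalization.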
# D3 ag: qHTS of D3 Dopamine Receptor Agonist: qHTS; D3R DiscoveRx beta-arrestin cells, luminescence, 90 min; max activation, %; hit rate 0.58% among 410,000; AID 652048, 2013; in the data active means max activation above about 30%; further: 0% is about no effect; mostly tested at two doses, the higher about 12 µM
# Target sequence (P35462 whole entry, looked up): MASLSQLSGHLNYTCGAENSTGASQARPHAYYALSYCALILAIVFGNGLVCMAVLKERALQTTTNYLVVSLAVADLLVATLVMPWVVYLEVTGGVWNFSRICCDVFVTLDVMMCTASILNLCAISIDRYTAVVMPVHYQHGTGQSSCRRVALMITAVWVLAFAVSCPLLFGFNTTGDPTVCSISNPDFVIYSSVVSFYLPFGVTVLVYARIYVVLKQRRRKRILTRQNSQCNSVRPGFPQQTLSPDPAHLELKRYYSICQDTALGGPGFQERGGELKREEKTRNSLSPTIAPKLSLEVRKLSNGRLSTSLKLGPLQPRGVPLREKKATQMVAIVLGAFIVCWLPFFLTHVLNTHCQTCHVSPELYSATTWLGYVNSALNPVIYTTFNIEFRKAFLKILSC
#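 Cells at 1500/well, incubated overnight, then treated with pinned compounds (dopamine as control) for 90 min at 37 degrees C. DiscoveRx reagent added for 30 - 60 minutes at room temperature; luminescence read.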
# KB-3-1 tox: qHTS assay for MDR1-selective chemotherapeutics: Primary screen using the parental adenocarcinoma cell KB-3-1. Potency, µM (top dose mostly 46.1 µM), inactives show at the highest dose activity change, negative = cytotoxic, most hits filed as cytotoxic. KB-3-1 viability, CellTiter-Glo ATP luminescence, 72 h. hit rate 1.4% among 400,000; further: potency means the concentration at half of the fitted maximal effect; on the % scale 0 is the no-effect control and ±100 the full control effect; nearly all actives have a fitted effect of over 60% in size
#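 Multi-concentration cytotoxicity screen in KB-3-1 cells grown in DMEM lacking phenol red with 10% FBS. After 72 h at 37 °C with compound, ATP-dependent luminescence was recorded.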
# The depositor's hits bear a star; ? = inconclusive. Unless noted, the call rests on the fitted dose curve; in most records, active means well fitted cell-killing curve with a large enough effect; inconclusive means small, poorly fitted or top-dose-only effect, or effect the other way; inactive means flat fitted curve, though single readings scatter. A portion of the library; the hit share may differ from the screen's.
SMILES	KB-V1 MDR tox	D3 ag	KB-3-1 tox
CCN(C(=O)c1cc2c(=O)oc3ccccc3c2s1)c1ccccc1F	15%	4	9%
CCOc1ccc2c(c1)c(=O)c(C(=O)c1ccccc1)cn2Cc1ccccc1	-17%	-18	-4%
COc1ccc(NC(=O)CSc2ncc(-c3ccc(Cl)cc3)[nH]2)cc1OC	-1%	1	-1%
O=C(Cc1ccc(NC(=O)N2CCSc3ncccc32)cc1)NCc1ccccc1	16%	5	8%
CC(=O)c1cc(-c2ccc(F)cc2)n(CC(=O)NC2CCC(C)CC2)c1C (stereo not given)	?	0	2%
CCN(CC)S(=O)(=O)c1nnc(NC(=O)COc2ccc(C)cc2)s1	-5%	-6	-2%
CCOC(=O)c1cc(-c2ccccc2)n(CCC(=O)Nc2nc3c(C)cccc3s2)c1C	?	6	?
Cc1ccc(-n2nc3ccc(NC(=O)COc4ccccc4C)cc3n2)cc1	?	10	1%
CC(=O)N1CCC(N(Cc2ccc(C)o2)C(=O)Nc2ccccc2F)CC1	?	10	24%
CCC(C)NC(=O)C1=CC(c2ccc3c(c2)OCO3)=NS(=O)(=O)N1C (stereo not given)	9%	7	11%
Cc1oc(-c2cccc(Br)c2)nc1Cn1c(=O)cc(-c2ccccc2)c2c(C)nn(C)c21	22%	4	4%
Cc1ccc(NC(=O)/C(C#N)=C/c2cc(C)n(-c3ccc(Br)cc3)c2C)cc1C	-10%	-11	0%
CC(C)CCn1c(/C=C/c2ccccc2)nc2ccccc21	-3%	-9	5%
COc1cccc(CNC(=O)c2cc3cccc4c3n2CC(C)S4)c1OC (stereo not given)	-6%	-5	4%
Cc1ccc(-c2nnc(Nc3ccc(Br)cc3)c3ccccc23)cc1S(=O)(=O)NCC1CCCO1 (stereo not given)	-2%	-5	7%
Cc1nc(N2CCCC2)ncc1C(=O)NCc1ccccc1Cl	12%	2	3%
COc1ccc(-c2c(C)nn3c(-c4ccccc4)cc(C)nc23)cc1OC	-12%	6	5%
Cc1cc(C)cc(NC(=O)NCCn2nnc3cc(S(=O)(=O)N(C)C)ccc32)c1	0%	-9	10%
Cc1ccc2[nH]c(CSc3nnc(NC(=O)COc4ccc(F)cc4)s3)cc(=O)c2c1	2%	3	9%
CCOC(=O)C1CCCN(C(=O)Cn2ncc3c(C)n(Cc4ccc(Cl)cc4)c(C)c3c2=O)C1 (stereo not given)	0%	2	?
COc1ccc(-c2oc3ncn4nc(-c5ccccc5Cl)nc4c3c2-c2ccc(OC)cc2)cc1	20%	7	0%
COC(=O)c1ccccc1NC(=O)c1cc2cc(C)ccc2n1C	-22%	5	?
COC(=O)Cn1c(C2CC(=O)N(c3c(C)cccc3C)C2)nc2ccccc21 (stereo not given)	6%	6	2%
Cc1cccc(CSc2nc3c(c(=O)[nH]2)C(c2cccc(O)c2)CC(=O)N3)c1 (stereo not given)	-3%	-14	?
CCc1ccccc1NC(c1nnc(-c2cccc(F)c2)o1)c1ccc(F)cc1Cl (stereo not given)	8%	1	-4%
CCOC(=O)C1CCN(c2cc(C)nc3c(-c4ccccc4OC)c(C)nn23)CC1	0%	7	-7%
CCc1nc2nc(C)cc(Nc3cc(C)ccc3C)n2n1	-9%	5	5%
COCCNc1ccc(-c2nc(-c3ccccn3)no2)cc1[N+](=O)[O-]	-2%	0	11%
CC(=O)c1cccc(NC(=O)c2cnn(-c3cccc(C)c3)c2-n2cccc2)c1	-29%	2	2%
CCOC(=O)c1c(C)n(-c2ccccc2)c2ccc(OC(=O)COc3ccc(Cl)cc3)cc12	0%	-11	0%
CCOC(=O)c1c(NC(=O)c2cc(=O)c3cc(Cl)ccc3o2)sc(C)c1C	0%	1	2%
Cc1cccn2c(=O)c3cc(C(=O)NC(C)c4ccccc4)c(=N)n(CCCO)c3nc12 (stereo not given)	-3%	3	-2%
Cc1ccc(S(=O)(=O)c2nnn3c2nc(N2CCC(C(N)=O)CC2)c2cc(Cl)ccc23)cc1C	?	-11	-12%
CCC(=O)OC1=C(C(C)=O)N(Cc2ccccc2)S(=O)(=O)c2ccccc21	-7%	5	2%
CCOC(=O)c1c(C)[nH]c(C)c1S(=O)(=O)N(C)CC(=O)Nc1ccc(C)c(F)c1	-10%	-5	-2%
Cc1ccccc1C(=O)NCc1ccc2c(c1)CCN2C(=O)c1ccccc1	?	-6	?
NC(=O)c1ccc(NC(=O)C2CCN(S(=O)(=O)Cc3ccccc3)CC2)cc1	34%	-4	19%
COc1ccc2[nH]cc(CCNC(=O)c3cnn(-c4ccccc4Cl)c3C3CCN(C(=O)OC(C)(C)C)CC3)c2c1	?	15	-13%
CCS(=O)(=O)N1CCC(n2c(C(F)(F)F)nc3cccnc32)CC1	0%	7	0%
COc1cccc(Nc2cc(-c3ccccc3)nc(C)n2)c1	6%	2	7%
CCOC(=O)c1ccc(NC(=O)CC(=O)Nc2ccc3nc4n(c(=O)c3c2)CCCCC4)cc1	27%	4	0%
CCOc1ccccc1NC(=O)CSc1nc2c(sc3ccccc32)c(=O)n1CCCC(=O)NC1CCCC1	?	-6	0%
COC(=O)c1ccc(C(=O)OC)c(NC(=O)c2cc3nc(-c4ccc(C)cc4)cc(C(F)(F)F)n3n2)c1	24%	7	?
CC1CCN(S(=O)(=O)c2ccc3nc(Nc4ccc(C#N)cc4)ccc3c2)CC1	?	9	?
COc1cccc(CN2C(=O)CN(C3CCCCC3)C(=O)C2c2ccc(OC)c(OC)c2)c1 (stereo not given)	-6%	-16	9%
COc1ccc(CCNC(=O)C2(c3cccs3)CCOCC2)cc1	-3%	-11	10%
Cc1cccc(NC(=O)CN(C)S(=O)(=O)c2ccc3c(c2)CCC(=O)N3)c1C	8%	-10	25%
CCC(C)(C)NS(=O)(=O)c1cc(-c2cc(C)no2)ccc1C	1%	-12	-7%
CCCCC12CN3CC(C)(CN(C1)C3c1ccc(OCc3ccccc3)cc1)C2=O (stereo not given)	-12%	1	-8%
CCS(=O)(=O)N1CCc2cc(C(=O)Nc3cccc(C)c3C)ccc21	0%	-6	2%
CCOC(=O)c1c(Oc2ccc(C(C)=O)cc2)nnc(-c2ccccc2)c1-c1ccccc1	0%	7	-1%
Cc1c(C(=O)NCc2ccccc2Cl)sc2ncnc(N(C)C3CCCCC3)c12	?	-7	21µM*
O=C(c1ccc(Br)cc1)N(Cc1cccs1)c1ccc(F)cc1	-28%	0	2%
Cc1cc(C)cc(NC(=O)CN2C(=O)CCc3cc(S(=O)(=O)N4CCCCC4)ccc32)c1	?	-7	?
Fc1ccc(-n2nc(-c3ccccc3)c3cnc4ccccc4c32)cc1Cl	14%	0	8%
O=C(CN(c1cccc(C(F)(F)F)c1)S(=O)(=O)c1ccccc1)Nc1cccc(Cl)c1	?	-2	-7%
COc1cccc(-n2c(-c3ccco3)nc3c(cnn3-c3ccc(C)cc3)c2=O)c1	-11%	-11	?
CC1=C(c2ccc(C)cc2)S(=O)(=O)N(Cc2ccc(C(=O)NCc3ccccc3F)cc2)C1=O	7%	-12	13%
Cc1ccccc1Nc1cc(C(=O)NCc2cccs2)c2ccccc2n1	3%	-18	0%
COc1cccc(NC(=O)Cn2cc(S(=O)(=O)Cc3ccccc3F)c3ccccc32)c1	-21%	1	?

# As a short view, two of the compounds above.
SMILES	KB-V1 MDR tox	D3 ag	KB-3-1 tox
CCS(=O)(=O)N1CCc2cc(C(=O)Nc3cccc(C)c3C)ccc21	0%	-6	2%
CCOC(=O)c1c(Oc2ccc(C(C)=O)cc2)nnc(-c2ccccc2)c1-c1ccccc1	0%	7	-1%

# Grouped by structure: the entries above with a cyano group (2)
SMILES	KB-V1 MDR tox	D3 ag	KB-3-1 tox
Cc1ccc(NC(=O)/C(C#N)=C/c2cc(C)n(-c3ccc(Br)cc3)c2C)cc1C	-10%	-11	0%
CC1CCN(S(=O)(=O)c2ccc3nc(Nc4ccc(C#N)cc4)ccc3c2)CC1	?	9	?

# Quoted at random: 7 entries already listed, in no set order.
SMILES	KB-V1 MDR tox	D3 ag	KB-3-1 tox
COCCNc1ccc(-c2nc(-c3ccccn3)no2)cc1[N+](=O)[O-]	-2%	0	11%
Cc1ccc(-n2nc3ccc(NC(=O)COc4ccccc4C)cc3n2)cc1	?	10	1%
CC(C)CCn1c(/C=C/c2ccccc2)nc2ccccc21	-3%	-9	5%
Cc1cccc(NC(=O)CN(C)S(=O)(=O)c2ccc3c(c2)CCC(=O)N3)c1C	8%	-10	25%
Cc1ccc(NC(=O)/C(C#N)=C/c2cc(C)n(-c3ccc(Br)cc3)c2C)cc1C	-10%	-11	0%
CCc1ccccc1NC(c1nnc(-c2cccc(F)c2)o1)c1ccc(F)cc1Cl (stereo not given)	8%	1	-4%
COC(=O)c1ccc(C(=O)OC)c(NC(=O)c2cc3nc(-c4ccc(C)cc4)cc(C(F)(F)F)n3n2)c1	24%	7	?

# Ordered by length of the SMILES (descending): some entries from above.
SMILES	KB-V1 MDR tox	D3 ag	KB-3-1 tox
Cc1cc(C)cc(NC(=O)CN2C(=O)CCc3cc(S(=O)(=O)N4CCCCC4)ccc32)c1	?	-7	?
COc1cccc(NC(=O)Cn2cc(S(=O)(=O)Cc3ccccc3F)c3ccccc32)c1	-21%	1	?
CCCCC12CN3CC(C)(CN(C1)C3c1ccc(OCc3ccccc3)cc1)C2=O (stereo not given)	-12%	1	-8%
Cc1c(C(=O)NCc2ccccc2Cl)sc2ncnc(N(C)C3CCCCC3)c12	?	-7	21µM*
CCS(=O)(=O)N1CCc2cc(C(=O)Nc3cccc(C)c3C)ccc21	0%	-6	2%

# (further entries)
SMILES	KB-V1 MDR tox	D3 ag	KB-3-1 tox
CCc1noc(-c2ccc(NCc3ccccc3)c([N+](=O)[O-])c2)n1	5%	-12	1%
COc1ccc(NC(=O)CSC2=Nc3ccccc3C3=NC(CCC(=O)NCCc4ccccc4)C(=O)N23)c(OC)c1 (stereo not given)	1%	4	0%
Cc1ccc(NC(=O)NCCc2c(C)nn(C)c2C)c(Cl)c1	11%	-3	4%
Cc1cccc(-n2nnnc2S(C)(=O)=O)c1	?	-21	13%
CCCCc1nn2c(=O)cc(COC(=O)COc3ccc(C)cc3)nc2s1	15%	-13	1%
Cc1ccc(-c2nnc(Nc3cccc(Br)c3)c3ccccc23)cc1S(=O)(=O)N1CCN(C)CC1	19%	-9	3%
CCN(CC)S(=O)(=O)c1ccc2c(c1)N(CC(=O)N1CCN(c3ccc(Cl)cc3)CC1)C(=O)CO2	4%	-10	0%
COc1ccc(-c2noc(-c3ccc(N4CCCCC4)c([N+](=O)[O-])c3)n2)cc1	?	10	6%
O=C(Nc1ccc(F)c(Cl)c1)c1cc(S(=O)(=O)NCc2ccc3c(c2)OCO3)ccc1F	-9%	-18	-15%
Cc1ccc(NC(=O)c2nc(S(C)(=O)=O)ncc2N(Cc2ccco2)Cc2ccccc2F)c(C)c1	8%	-6	-7%
CC(C)CC(=O)Nc1ccc(Cl)c(-c2nc3ccccc3[nH]2)c1	7%	0	-7%
COc1ccc(-n2nc3c(N4CCCC(C(=O)NCCc5ccccc5C)C4)nnc(C)c3c2C)cc1 (stereo not given)	-4%	12	-23%
COc1ccccc1-c1cc(C(=O)Nc2c(C)nn(Cc3ccc(Cl)cc3)c2C)no1	3%	6	?
CCC(=O)N1CCc2cc(S(=O)(=O)NCCC(=O)Nc3ccc(N(CC)CC)cc3C)ccc21	0%	3	-21%
Cc1cccc(-c2nc3c(C#N)c[nH]n3c2NC2CCCCC2)c1	2%	1	17%
CCCOc1cccc(C2c3c(oc4ccc(F)cc4c3=O)C(=O)N2c2nc(C)c(C(C)=O)s2)c1 (stereo not given)	-1%	5	-4%

# Screening data from PubChem.
